RT RNaseH block: inhibitors of HIV-1 reverse transcriptase RNase H. P04585. RT-RNase H RNA/DNA duplex cleavage, fluorescence. inhibition, % at 10 µM. hit rate 1.9% among 65,000. AID 565; in the data active = inhibition above about 50%
RmlCD inh mix: inhibitors of RmlC and RmlD coupled enzymes; RmlC/RmlD coupled enzyme inhibition, 384-well mixture HTS; inhibition, % at 5.5 µM; hit rate 0.39% among 110,000; AID 1532; in the data active = inhibition above about 30%, passing the limit was not always enough; also: strong numbers were not always called active
Numbers without * were called inactive; . = not tested or not shown. Not all compounds are listed; rates above refer to the full screens.

Start of the data: the first two entries (preview)
[1] CCC1(C)C2(C#N)C(N)=NC(OC)(OC)C12C#N (configuration not stated)
[2] O=C(Nc1ccc2nn(-c3ccccc3)nc2c1)c1ccc(Br)o1

Compound | 1 | 2
RmlCD inh mix | -12 | 7
RT RNaseH block | 2 | 31

The listing, previewed entries included:
[1] CCC1(C)C2(C#N)C(N)=NC(OC)(OC)C12C#N (configuration not stated)
[2] O=C(Nc1ccc2nn(-c3ccccc3)nc2c1)c1ccc(Br)o1
[3] COc1ccccc1-n1nc(C(=O)Nc2ccc3c(c2)OCO3)c2ccccc2c1=O
[4] CCS(=O)(=O)N1Cc2ccccc2CC1C(=O)Nc1nc2ccccc2[nH]1 (configuration not stated)
[5] CN(C)Cc1nc2ccccc2c(=O)n1Cc1nc(C(C)(C)C)cs1

Compound | 1 | 2 | 3 | 4 | 5
RmlCD inh mix | -12 | 7 | -7 | -4 | -11
RT RNaseH block | 2 | 31 | 5 | 5 | -4

[6] Cc1cccc(Sc2c([N+](=O)[O-])ncn2C)n1
[7] O=C(CSc1ccsc1[N+](=O)[O-])NCCc1ccc(Cl)cc1
[8] Cc1ccc(Sc2nnc(Cc3ccccc3)c3ccccc23)cc1
[9] O=C(NCCCN1CCOCC1)C(C(=O)c1ccccc1)n1ccccc1=O (configuration not stated)
[10] Cc1ccc(CNC(=O)Nc2cccs2)cc1

Compound | 6 | 7 | 8 | 9 | 10
RmlCD inh mix | -106 | -7 | 6 | 7 | -8
RT RNaseH block | . | . | . | -7 | 4

[11] CCC(C)(C)n1nnnc1C(c1ccc(O)c(OC)c1)N1CCN(c2nc3ccccc3s2)CC1 (configuration not stated)
[12] Cn1cccc1C(=O)NC(=O)CSc1nc2ccccc2s1
[13] COc1cc(C2OC(c3cc(OC)c(OC)c(OC)c3)C(C)C2C)cc(OC)c1OC (configuration not stated)
[14] Cn1cnnc1Sc1cc(N2CCN(S(=O)(=O)c3ccc(Cl)c(Cl)c3)CC2)ccc1[N+](=O)[O-]
[15] Cc1cc2c(=O)n(C)c(SCC(=O)c3cc4ccccc4o3)nc2s1

Compound | 11 | 12 | 13 | 14 | 15
RmlCD inh mix | 2 | 0 | 13 | 5 | -12
RT RNaseH block | 56* | -54 | . | . | -2

A second format for five compounds above:
nr | SMILES | RmlCD inh mix | RT RNaseH block
11 | CCC(C)(C)n1nnnc1C(c1ccc(O)c(OC)c1)N1CCN(c2nc3ccccc3s2)CC1 (configuration not stated) | 2 | 56*
12 | Cn1cccc1C(=O)NC(=O)CSc1nc2ccccc2s1 | 0 | -54
13 | COc1cc(C2OC(c3cc(OC)c(OC)c(OC)c3)C(C)C2C)cc(OC)c1OC (configuration not stated) | 13 | .
14 | Cn1cnnc1Sc1cc(N2CCN(S(=O)(=O)c3ccc(Cl)c(Cl)c3)CC2)ccc1[N+](=O)[O-] | 5 | .
15 | Cc1cc2c(=O)n(C)c(SCC(=O)c3cc4ccccc4o3)nc2s1 | -12 | -2

New compounds follow.
[16] CC(C)OC(=O)c1nnc(-c2ccccc2)nc1OC(C)C
[17] Cc1cccc(NC2=C(Cl)C(=O)OC2NC(=O)c2ccccc2)c1 (configuration not stated)
[18] O=C(NCCCn1ccnc1)c1noc2c1CCCC2
[19] O=C(COC(=O)Cc1cn2ccsc2n1)NCc1ccc2c(c1)OCO2
[20] COc1cc(CN2C(=O)NC(=O)C3(Cc4cc(C)ccc4N(C)C3)C2=O)cc(OC)c1 (configuration not stated)

Compound | 16 | 17 | 18 | 19 | 20
RmlCD inh mix | 4 | -9 | 10 | 8 | 8
RT RNaseH block | . | . | 43 | -14 | 13

[21] CN1CCN(c2ccccc2NC(=O)Cc2cn(C)c3ccccc23)CC1
[22] CCCCCCCNC1=CC(=O)CC(c2ccco2)C1 (configuration not stated)
[23] Cc1c(-c2nc(N)nc(Nc3ccc(F)cc3)n2)oc2ccccc12
[24] COc1ccccc1N(CC(=O)NCCc1ccccc1)S(C)(=O)=O
[25] O=C(NCCCN1CCOCC1)C1CC(=O)N(CCc2ccccc2)C1 (configuration not stated)

Compound | 21 | 22 | 23 | 24 | 25
RmlCD inh mix | -1 | 6 | 8 | 5 | 7
RT RNaseH block | -2 | . | -11 | -14 | -3

[26] Cc1ccc(NC(=O)C2CCCN(S(=O)(=O)c3cnc[nH]3)C2)cc1F (configuration not stated)
[27] CN=C1c2cc3cc(OC)ccc3n2CCN1C
[28] Cc1ccc(-c2[nH]ncc2/C=C(\C#N)C(=O)NC2CCCCC2)cc1
[29] C=CCN1C(=NC(=O)CCC(=O)O)SC2CS(=O)(=O)CC21 (configuration not stated)
[30] O=C(COC(=O)c1n[nH]c(=O)c2ccccc12)c1ccccc1

Compound | 26 | 27 | 28 | 29 | 30
RmlCD inh mix | -11 | -9 | -3 | 2 | 7
RT RNaseH block | 0 | . | . | . | .

[31] Cc1ccc(OCc2nc(-c3ccccn3)no2)c(Br)c1
[32] CCCS(=O)(=O)N1CCCC(C(=O)NC(C)c2ccc3c(c2)OCCO3)C1 (configuration not stated)
[33] O=C(NCc1ccc2c(c1)OCO2)c1ccc(CS(=O)(=O)c2ccc(Br)cc2)o1
[34] CN(c1ccccc1)S(=O)(=O)c1ccc(C(=O)OCC(=O)N2CCOCC2)cc1
[35] O=C1N(Cc2ccc3c(c2)OCO3)c2ccccc2C1(O)c1c[nH]c2ccccc12 (configuration not stated)

Compound | 31 | 32 | 33 | 34 | 35
RmlCD inh mix | 2 | 5 | -10 | -30 | .
RT RNaseH block | -49 | -14 | -7 | -3 | 1

[36] C#CCNC(=O)C1=C[C@H](c2cn(C(C)=O)c3ccccc23)[C@@H](CCCO)[C@H](OCC)O1
[37] O=C(NC(=S)N(CCCCO)C1CCCCC1)c1sc2ccccc2c1Cl
[38] COc1ccc2nc3sc(C(=O)N4CCN(C)CC4)cc3cc2c1
[39] CC(O)c1ccc2c(c1)OCCOCCN(C)CCOCCO2 (configuration not stated)
[40] CCOc1ccccc1Nc1ncccc1C(=O)O

Compound | 36 | 37 | 38 | 39 | 40
RmlCD inh mix | 13 | 4 | . | 3 | 8
RT RNaseH block | . | . | -17 | 0 | .

[41] CCCC(=O)N(c1ccc2oc(=O)sc2c1)S(=O)(=O)c1ccccc1
[42] CSc1cccc(NC(=O)c2cnccn2)c1
[43] CCn1c(=N)n(CCO)c2ccccc21
[44] Cc1cccc(C)c1OCCCCCNCCO
[45] CC(C)CCNC(=O)CC1Nc2c3ccccc3nc(=S)n2C1=O (configuration not stated)

Compound | 41 | 42 | 43 | 44 | 45
RmlCD inh mix | -6 | -14 | -6 | 8 | 7
RT RNaseH block | 13 | . | 8 | . | .

Reprinted at random: five compounds from above.
[43] CCn1c(=N)n(CCO)c2ccccc21
[42] CSc1cccc(NC(=O)c2cnccn2)c1
[41] CCCC(=O)N(c1ccc2oc(=O)sc2c1)S(=O)(=O)c1ccccc1
[44] Cc1cccc(C)c1OCCCCCNCCO
[45] CC(C)CCNC(=O)CC1Nc2c3ccccc3nc(=S)n2C1=O (configuration not stated)

Compound | 43 | 42 | 41 | 44 | 45
RmlCD inh mix | -6 | -14 | -6 | 8 | 7
RT RNaseH block | 8 | . | 13 | . | .

Following part.
[46] COc1ccc(C2C(Oc3ccccc3C)C(=O)N2Cc2ccc(F)cc2)cc1OC (configuration not stated)
[47] C/C(N)=C(/C#N)C(=O)CSc1ccc2c(c1)OCCO2
[48] O=C(NCc1ccc2c(c1)OCO2)C1CCCN(S(=O)(=O)c2cccnc2)C1 (configuration not stated)
[49] Cc1ccc(C(=O)N/C(=C\c2cccs2)C(=O)N2CCCCCC2)cc1
[50] Cc1ccc(N2CCN(/N=C/c3cccs3)CC2)cc1

Compound | 46 | 47 | 48 | 49 | 50
RmlCD inh mix | -8 | 6 | -4 | -1 | -10
RT RNaseH block | . | -8 | -2 | . | .

[51] CCOC(=O)C1(O)CSc2nc3sc(C(=O)O)c(C)c3c(=O)n21 (configuration not stated)
[52] O=C(Nc1nnc(-c2ccccc2SCc2ccccc2F)s1)Nc1ccccc1F
[53] COc1c(C(=O)N2CCCC2)ccc2ccccc12
[54] Cc1cc(C)c2ccc(NN)nc2c1O
[55] CC(O)CN(Cc1ccc(Cl)cc1)CC(C)O (configuration not stated)

Compound | 51 | 52 | 53 | 54 | 55
RmlCD inh mix | 10 | 0 | -10 | -12 | 10
RT RNaseH block | 7 | . | 1 | . | .

[56] CCc1cc(C(=O)OC)c(NC(=O)c2cc(Br)cs2)s1
[57] COCc1cc(C)nc(Nc2ccccc2C)c1C#N
[58] O=C(CCCNS(=O)(=O)c1cccc2nsnc12)NC1CCCCC1
[59] CCOC(=O)c1cnn(-c2ccccc2)c1NC(=O)C(F)(F)C(F)(F)C(F)(F)F
[60] CCOC(=O)c1c(NC(=O)CN2CCCCC2)sc2c1CCN(C(=O)OCC)C2

Compound | 56 | 57 | 58 | 59 | 60
RmlCD inh mix | -18 | -15 | -13 | 8 | 9
RT RNaseH block | 9 | -15 | -23 | . | -28

[61] O=C1C2CCCN2C(c2ccc(Cl)cc2)N1c1nccs1 (configuration not stated)
[62] CCOc1ccc(C(c2c(C)[nH][nH]c2=O)c2c(C)[nH][nH]c2=O)cc1OC
[63] O=C(NC(=O)N1CCN(c2ccc(F)cc2)CC1)c1ccccc1
[64] COc1cc(S(=O)(=O)N(C)C)ccc1Br
[65] COC(=O)C1C(=O)NCC1c1ccccc1 (configuration not stated)

Compound | 61 | 62 | 63 | 64 | 65
RmlCD inh mix | -13 | 3 | 8 | 14 | .
RT RNaseH block | -6 | . | . | . | 3

[66] CCOC(=O)Nc1ccc(S(=O)(=O)Nn2cnnc2)cc1
[67] CN(CCCC(=O)NCc1ccco1)S(=O)(=O)c1ccccc1
[68] CCc1ccc(CNC(=O)C2CC(=O)N(CCc3ccc(C)cc3)C2)cc1 (configuration not stated)
[69] CCN(CC)C(=O)CSc1nnc(-c2ccccc2)n1N
[70] CCOc1cc(C(=S)N2CCCCC2)ccc1OCC(=O)NCc1ccccc1

Compound | 66 | 67 | 68 | 69 | 70
RmlCD inh mix | 3 | 5 | -3 | -1 | -1
RT RNaseH block | -8 | -9 | . | -6 | .

[71] O=C1CSC(c2nn(-c3ccccc3)cc2-c2cc3ccccc3oc2=O)N1Cc1ccco1 (configuration not stated)
[72] O=C(NCc1ccccc1)C1CC2CCCC(C1)C2=O (configuration not stated)
[73] O=C(CCc1nc(-c2ccccc2)c(-c2ccccc2)o1)OCc1ccc(Br)cc1
[74] CCCC(CCC(=O)NC1CCCCC1)C(=O)O (configuration not stated)
[75] Cc1ccc(OCC(=O)O/N=C(\N)Cc2cccs2)cc1C

Compound | 71 | 72 | 73 | 74 | 75
RmlCD inh mix | -35 | 4 | 5 | 3 | 9
RT RNaseH block | 2 | -12 | . | -12 | .

[76] CN(C)/C=C(/C(=O)c1ccc(Cl)cc1Cl)S(=O)(=O)c1ccccc1
[77] O=C(Nc1ccccc1)OC(CN1CCCCC1)C(F)(F)F (configuration not stated)
[78] O=C(Nc1cccc(C(F)(F)F)c1)c1n[nH]c(Cn2cncn2)n1
[79] O=C(NCCCCc1ccccc1)C1CC(c2cccc([N+](=O)[O-])c2)=NO1 (configuration not stated)
[80] CCNc1nc2c(c(=O)n(C)c(=O)n2C)n1Cc1ccc(Cl)cc1

Compound | 76 | 77 | 78 | 79 | 80
RmlCD inh mix | -85 | 2 | 6 | -16 | .
RT RNaseH block | . | . | . | . | -1

[81] O=C(Nc1cc(C(F)(F)F)ccc1Cl)c1cc2nc3c(c(C(F)(F)F)n2n1)CCCC3
[82] Cc1cc(=O)[nH]c(SCC2COC3(CCCCC3)O2)n1 (configuration not stated)
[83] Cc1cc(C)nc(N(C#N)Cc2ccc(Br)cc2)n1
[84] Cc1ccc(C(=O)Nc2nccs2)cc1S(=O)(=O)N1CCCCC1
[85] CC1/C(=N/O)CC(c2ccccc2)N(C)C1c1ccccc1 (configuration not stated)

Compound | 81 | 82 | 83 | 84 | 85
RmlCD inh mix | -12 | -4 | -10 | 0 | 18
RT RNaseH block | . | -3 | -57 | -8 | .

[86] Cc1ccc(CNC(=O)c2oc3ccc(S(=O)(=O)N4CCC5(CC4)OCCO5)cc3c2C)cc1
[87] Cc1c(CN2CCCCC2C)c(=O)n(-c2ccccc2)n1C (configuration not stated)
[88] CCOC(=O)N1CCC(N(CCCOC)C(=O)Nc2ccc(CC)cc2)CC1
[89] CCCNS(=O)(=O)c1ccc(CCC(=O)N2CCOCC2)cc1
[90] Cc1cccc(NC(=S)N/C(=N/S(=O)(=O)c2ccccc2)c2ccccc2)c1

Compound | 86 | 87 | 88 | 89 | 90
RmlCD inh mix | -13 | -15 | -14 | 10 | 3
RT RNaseH block | . | -10 | 0 | 4 | .

[91] CCOC(=O)c1cnc(SCC(=O)Nc2ccccc2N2CCOCC2)nc1N
[92] CC(NC(=O)c1cccs1)C(c1cccs1)N1CCOCC1 (configuration not stated)
[93] O=C(O)CCCCCN1C(=O)CSC1=S
[94] CCn1c(C)c(C(C)=O)c(N2CCN(c3ccccc3)CC2)nc1=S
[95] COc1ccc(C)cc1NC(=O)CN(Cc1nnc(-c2ccc(Cl)cc2)o1)C1CCCC1

Compound | 91 | 92 | 93 | 94 | 95
RmlCD inh mix | . | 3 | 1 | 10 | 12
RT RNaseH block | -4 | 5 | 8 | . | -15

[96] Cc1cccc(-n2nnnc2SCC(=O)c2cc(C)n(Cc3ccco3)c2C)c1
[97] Cc1ccc(C)c(C2=CSC3=NCCN23)c1
[98] CCc1nnc(NC(=O)OCc2ccccc2)s1
[99] CCOC(=O)c1sc(NC(=O)c2ccco2)nc1C
[100] O=C(Oc1ccc2cccc(OC(=O)N3CCOCC3)c2c1)N1CCOCC1

Compound | 96 | 97 | 98 | 99 | 100
RmlCD inh mix | -8 | -2 | 0 | -2 | 6
RT RNaseH block | 21 | -12 | -15 | -2 | -6

[101] Cc1c(O)c(=O)ccn1Cc1ccccc1
[102] CCOC(=O)c1c(NC(=O)CN2CCOCC2)sc2c1CCCC2
[103] CCN(CC)CCCNC(=O)c1ccccc1C
[104] O=c1c2ccccc2nc(-c2ccc(-c3ccccc3)cc2)n1-c1ccncc1

Compound | 101 | 102 | 103 | 104
RmlCD inh mix | 8 | 3 | -9 | 6
RT RNaseH block | . | -38 | 1 | .

Compound activity: PubChem, several laboratories
